IDE act: human IDE activators in live cells, primary screen, fluorescence polarization, HEK cells, FAbeta-B substrate | FAbeta-B cleavage; 0% vehicle, 100% cell-free pure enzyme wells | activation, % at 5.96 µM | 340,000 compounds, 0.073% hits;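 active = activation above the mean of all tested compounds plus 3 SD, set per screening campaign, cut at about 17% in these data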
Target sequence (P14735 whole entry, looked up): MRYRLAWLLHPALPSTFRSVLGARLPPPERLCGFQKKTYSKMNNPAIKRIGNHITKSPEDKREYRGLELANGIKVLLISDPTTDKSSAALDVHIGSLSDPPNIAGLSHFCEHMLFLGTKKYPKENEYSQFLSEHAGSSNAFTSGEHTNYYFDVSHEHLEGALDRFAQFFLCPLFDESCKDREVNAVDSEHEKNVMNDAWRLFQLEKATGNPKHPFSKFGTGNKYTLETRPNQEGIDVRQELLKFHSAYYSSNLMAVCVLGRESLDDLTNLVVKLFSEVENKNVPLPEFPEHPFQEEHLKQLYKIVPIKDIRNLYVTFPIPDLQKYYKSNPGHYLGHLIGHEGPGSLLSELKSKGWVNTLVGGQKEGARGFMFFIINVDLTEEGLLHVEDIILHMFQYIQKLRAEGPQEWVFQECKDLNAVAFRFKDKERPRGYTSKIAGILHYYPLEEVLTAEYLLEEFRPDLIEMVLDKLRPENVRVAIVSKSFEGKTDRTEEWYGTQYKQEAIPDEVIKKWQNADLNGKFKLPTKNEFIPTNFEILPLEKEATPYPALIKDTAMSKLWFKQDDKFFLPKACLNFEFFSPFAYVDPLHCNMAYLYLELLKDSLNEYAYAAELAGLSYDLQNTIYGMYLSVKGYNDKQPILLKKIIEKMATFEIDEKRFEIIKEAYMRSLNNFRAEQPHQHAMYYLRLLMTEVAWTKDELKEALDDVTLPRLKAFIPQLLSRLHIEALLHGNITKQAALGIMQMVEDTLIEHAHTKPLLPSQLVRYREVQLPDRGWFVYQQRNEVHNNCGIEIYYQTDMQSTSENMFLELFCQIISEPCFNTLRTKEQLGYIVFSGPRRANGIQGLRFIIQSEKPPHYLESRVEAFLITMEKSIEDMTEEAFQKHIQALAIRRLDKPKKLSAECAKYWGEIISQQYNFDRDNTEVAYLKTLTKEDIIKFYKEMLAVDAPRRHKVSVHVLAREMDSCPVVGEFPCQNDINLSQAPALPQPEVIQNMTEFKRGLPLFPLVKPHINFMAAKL
* marks the source's active call; other numbers are inactive results.

| smiles | IDE act |
| --- | --- |
| Cc1cccc(NS(=O)(=O)c2ccc(C)c(NS(=O)(=O)c3cccs3)c2)c1 | -0.3 |
| NC(CSC1(c2cccc3ccccc23)c2ccccc2-c2ccccc21)C(=O)O (stereo not drawn) | -2.2 |
| O=C1C[C@@H]2c3c(cccc3CN1Cc1ccc(Br)cc1)C[C@@H](O)[C@H]2O | 0.0 |
| O=C(Nc1ccc(OC(F)(F)F)cc1)C1CCCCN1S(=O)(=O)c1ccccc1 (stereo not drawn) | -1.9 |
| CN(CCc1ccccc1)C(=O)c1ccc(NC(=O)Cc2cccc(NC(=O)C3CCN(C(=O)C4CCCCC4)CC3)c2)cc1 | -1.1 |
| CCN1CCN(S(=O)(=O)c2ccc(Cl)c(C(=O)N(CC(C)C)C3CCS(=O)(=O)C3)c2)CC1 (stereo not drawn) | 0.7 |
| CCN(c1ccccc1)S(=O)(=O)c1cc(C(=O)NCC(c2ccc(OC)cc2)N(C)C)ccc1C (stereo not drawn) | 1.1 |
| O=C1OCC(O)=C1Cc1ccccc1 | 0.2 |
| COc1cccc(-c2ccc3c(c2)C2CC3CCN2C(C)=O)c1 (stereo not drawn) | -0.5 |
| Cc1ccc(S(=O)(=O)N2CCN(C(=O)COC(=O)c3ccc(Cl)c(S(N)(=O)=O)c3)CC2)c(C)c1 | 8.6 |
| O=C1c2ccccc2C(=O)c2c(/C=C/N3CCCCC3)ccnc21 | 4.8 |
| CNc1nc(NC)nc(NNC(=O)c2ccccc2)n1 | 4.8 |
| O=C(C=Cc1ccccc1)N1CCCCC1 | 0.0 |
| COc1ccc(NC(=O)CN(C)C(=O)CNC(=O)c2ccc3ccccc3c2)cc1 | -3.0 |
| CC(=NNC(=S)N1CCN(c2ccccn2)CC1)c1nccs1 | -19.1 |
| CCOC(=O)C1=C(COC(=O)CNS(=O)(=O)c2c(F)cc(F)cc2Br)NC(=O)NC1C (stereo not drawn) | -0.2 |
| CC(=O)OC(C=C(C)C)C/C(C)=C/COc1c2ccoc2cc2oc(=O)ccc12 (stereo not drawn) | -1.1 |
| CN1OC[C@@H]2CN(Cc3ccccc3)[C@H](c3cccc(-c4ccc(C#N)cc4)c3)C[C@@H]21 | 2.9 |
| CSc1ccccc1NC(=O)CN1C(=O)C2CC=CCC2C1=O (stereo not drawn) | 0.4 |
| COc1ccc(CN(CC(O)COCc2ccccc2)S(=O)(=O)c2ccccc2Br)cc1 (stereo not drawn) | 6.8 |
| O=C(CNc1cc(S(=O)(=O)N2CCOCC2)ccc1N1CCCC1)Nc1ccc(Cl)cc1 | 6.3 |
| O=C(COC(=O)c1ccc(S(=O)(=O)N2CCCCCC2)cc1)NCc1ccc(F)cc1 | 2.3 |
| O=C(/C=C/c1cccc(C(F)(F)F)c1)NNC(=O)c1ccncc1 | 1.5 |
| Cc1cc(C)c2nc(Nc3nc(CSc4nc5ccccc5[nH]4)cc(=O)[nH]3)nc(C)c2c1 | 1.4 |
| CC(C)(C)OC(=O)N1CCC(C(=O)Nc2ccc(C(=O)N3CCCCC3)cc2)CC1 | 0.4 |
| Cn1nc(C(=O)Nc2nc(-c3ccccn3)cs2)c2ccccc2c1=O | 0.6 |
| COC1C=COC2(C)Oc3c(C)c(O)c4c(O)c(c(CN5CCN(C)CC5)c(O)c4c3C2=O)NC(=O)C(C)=CC=CC(C)C(O)C(C)C(O)C(C)C(OC(C)=O)C1C (stereo not drawn) | 4.2 |
| O=C(Nc1ccc(C(=O)N2CCCC2)cc1)c1ccccc1 | -0.3 |
| CCOC(=O)C1=CN(Cc2cccc(Br)c2)S(=O)(=O)N(C)C1C (stereo not drawn) | 3.6 |
| CCN1C[C@@H]2[C@@H]3C(=O)N(C)C(=O)[C@@H]3[C@](CC)(C(=O)OC)N2C1=NC | 1.9 |
| COc1ccc(CNC(=O)C[C@H]2C[C@H](C(=O)N3CCOCC3)[C@@]3(CCC4CCCC4)c4[nH]c5ccc(Cl)cc5c4CCN3C2=O)cc1OC | 3.4 |
| Cc1cc2c(=O)n(C)c(SCC(=O)Nc3ccc(F)cc3)nc2s1 | 5.1 |
| Cn1c2ccccc2c(=O)c2c(=O)n(-c3ccc(F)cc3)c(C3CCCCC3)nc21 | -5.6 |
| Oc1ccccc1C=NN1CCCCCC1 | 4.7 |
| O=C(NCCc1cccc(Cl)c1)c1cccc(-n2cnnn2)c1 | 0.6 |
| COC1C(OC(=O)/C=C/C=C/C=C/C=C/C(=O)O)CCC2(CO2)C1C1(C)OC1CC=C(C)C (stereo not drawn) (tested in a mixture with another compound) | -0.2 |
| CC1C=CC=CC=CC=CC=CC=CC=CC(OC2OC(C)C(O)C(N)C2O)CC2OC(O)(CC(O)CC(O)C(O)CCC(O)CC(O)CC(=O)OC(C)C(C)C1O)CC(O)C2C(=O)O (stereo not drawn) | 6.8 |
| CC(C)N(C(=O)[C@H]1C[C@H](CC(=O)NCCC2=CCCCC2)C(=O)N2CCc3c([nH]c4ccc(Cl)cc34)[C@]12C)C(C)C | 7.6 |
| CCN1C(=O)[C@H]2[C@H]3CN=C(SCC(=O)c4ccccc4)N3[C@@](C)(C(=O)OC)[C@H]2C1=O | -0.8 |
| CC(=O)Nc1ccc2c(c1)C(=Nc1cccc(C)c1)c1ccccc1-2 | 0.5 |
| Cc1cccc(C(=O)NCN2CCN(c3ccccc3C#N)CC2)c1 | 2.1 |
| Clc1ccccc1N=Nc1ccccn1 | -3.8 |
| Cc1c[n+]([O-])cc(C)c1[N+](=O)[O-] | 4.9 |
| CC(=O)c1c(C)[nH]c(C(=O)OCC(=O)N(CC(C)C)C2CCS(=O)(=O)C2)c1C (stereo not drawn) | -2.3 |
| COc1cc2c(c(OC)c1OC)-c1ccc(SC)c(=O)cc1C(NC=O)CC2 (stereo not drawn) | 4.5 |
| O=C(COc1ccccc1Cl)N1CCNC1=O | -1.6 |
| CCN(CC(=O)NCc1ccc(F)cc1)C(=O)c1cccc(S(=O)(=O)N(C)c2ccc(OC)cc2)c1 | 2.5 |
| CCOC(=O)c1cc2c(=O)n3cccc(C)c3nc2n(Cc2ccco2)c1=NC(=O)c1ccc(C)cc1 | -2.6 |
| COc1ccc(N(CC(=O)NCc2ccc3c(c2)OCO3)S(=O)(=O)c2ccc(O)c(C(=O)O)c2)cc1 | 1.9 |
| Cc1ccc(C(=O)NCC(c2ccc(F)cc2)N2CCOCC2)cc1S(=O)(=O)N1CCOCC1 (stereo not drawn) | 0.6 |
| CN1C[C@H]2CON(C)[C@H]2C[C@H]1c1cccc(-c2ccccc2)c1 | 3.9 |
| Cc1cc(NC(=O)NC(=O)c2ccccc2NC(=O)CN(C)C)ccc1Oc1ncc(Br)cn1 | 5.4 |
| CSc1nc(Cl)c(Br)c(Nc2c[nH]c(=O)[nH]c2=O)n1 | 5.6 |
| Cc1cc(C(=O)N2CCc3ccccc3C2)c(C)o1 | -1.7 |
| CCOC(=O)CC[C@H](NC(=O)Cn1cnc2c(NCc3ccccc3)ncnc21)C(=O)OCC | 6.7 |
| COc1ccc(S(=O)(=O)N2CCOCC2)cc1C(=O)Nc1ccc(N2CCCCCC2)cc1 | 8.5 |
| O=[N+]([O-])c1cc(C=NN2CCCCCC2)ccc1Cl | 7.5 |
| CC[C@]12c3[nH]c4cc(-c5ccco5)ccc4c3CCN1C(=O)[C@@H](CC(=O)NC/C=C(\C)CCC=C(C)C)C[C@@H]2C(=O)N1CCN(C(=O)c2ccco2)CC1 | 6.6 |
| Cc1cccc(NS(=O)(=O)c2ccc(C)c(C(=O)NCc3ccccn3)c2)c1 | -1.4 |
| CCN1C[C@@H]2[C@@H]3C(=O)N(Cc4ccccc4)C(=O)[C@@H]3[C@](Cc3ccccc3)(C(=O)OC)N2C1=NC1CCCCC1 | -0.4 |

(further entries)
| smiles | IDE act |
| --- | --- |
| COc1cc(OC)c(N(C)S(=O)(=O)c2cccc(C(=O)OCC(=O)N(C)Cc3ccccc3)c2)cc1Cl | 0.8 |
| CCN(CC)C(=O)[C@H]1CC(CC(=O)NCC23CC4CC(CC(C4)C2)C3)C(=O)N2CCc3c([nH]c4ccc(OC)cc34)[C@]12C (stereo partly drawn) | 3.8 |
| Cc1nn(C)c(C)c1NC(=O)CSc1nc(-c2ccccc2F)nc2c1cnn2-c1ccccc1 | 6.5 |
| Cc1c(-c2ccccc2)c(-c2ccc(OCCN(C)C)cc2)n2ccccc12 | -1.0 |
| C#CCOCCOCCOCCNc1nc(N2CCN(C(=O)Cn3cc(CCCCN)nn3)CC2)nc(N2CCN(C(=O)[C@H](Cc3ccc(O)cc3)n3cc(CCO)nn3)CC2)n1 | 6.6 |
| COc1ccc(S(=O)(=O)N2CCN(C(=O)CCCN3C(=O)NC4(CCCC4)C3=O)CC2)cc1 | 5.8 |
| COc1cc(CC2C(=O)OCC2C(=O)c2ccc3c(c2)OCO3)cc(OC)c1OC (stereo not drawn) | 5.1 |
| CC(=O)Nc1ccc(CCNC(=O)c2ccc3ccccc3c2O)cc1 | 0.3 |
| O=C(CCc1ccccc1)N[C@@H]1c2ccccc2CC[C@H]1OCc1ccccc1 | 1.9 |
| CCOC(=O)C(Cc1ccc(O)cc1)Nc1nc2ccccc2o1 (stereo not drawn) | 4.3 |
| CCOC(=O)c1c(SCCN2CCCC2)n(-c2ccccc2)c(=S)n(-c2ccccc2)c1=O | 0.8 |
| CSc1nc(N)nc2c1ncn2C1OC(CO)CC1O (stereo not drawn) | -2.6 |
| CCOc1ncccc1C(=O)Nc1cc(S(=O)(=O)N2CCCCCC2)ccc1OC | 3.8 |
| COc1cc(C(=O)Oc2ccccc2OC(=O)c2cc(OC)c(OC)c(OC)c2)cc(OC)c1OC | 1.3 |
| Cc1c(C(=O)O)sc(S(=O)(=O)N2CCN(C(=O)Cc3ccc(Cl)cc3)CC2)c1C(=O)O | -1.6 |
| COc1cc2c(Cc3ccccc3)cncc2cc1O | -3.9 |
| N#CC1(Nc2ccc(S(N)(=O)=O)cc2)CCCC1 | 2.4 |
| Cc1cc(C)c(C#N)c(SCC(=O)Nc2cccc(S(=O)(=O)N3CCCC3)c2)n1 | -1.4 |
| CC(C)CN(C(=O)Cn1c(C(F)(F)F)nc2ccccc21)c1c(N)n(Cc2ccccc2)c(=O)[nH]c1=O | -2.6 |
| Cn1ncc2c(=S)nc(Cl)[nH]c21 | 4.0 |
| COc1ccc(-c2ccccc2[C@H]2[C@@H]3C=CC[C@@H](C)[C@@H]3C(=O)N2Cc2ccccc2)cc1 | 3.4 |
| O=c1oc(=O)c2ccccc2c2ccccc12 | 3.2 |
| CC(=O)Nc1ccc2c(c1)C(N1CC3CCC(CC3)C1)c1ccccc1-2 (stereo not drawn) | -5.8 |
| COCCN(Cc1nc2ccccc2c(=O)[nH]1)C(=O)COc1ccccc1-c1ccccc1 | -0.3 |
| CON=C(C(=O)NC1C(=O)N2C(C(=O)O)=C(CSc3nc(=O)c(=O)[nH]n3C)CSC12)c1csc(N)n1 (stereo not drawn) | -1.3 |
| Cc1ccc(S(=O)(=O)N2CCN(C(=O)c3cc(S(=O)(=O)N4CCOCC4)c(Cl)cc3Cl)CC2)cc1 | 1.4 |
| COc1cccc(NC(=O)CN(C)C(=O)C(C)Sc2ccccc2)c1 (stereo not drawn) | 1.1 |
| CCN(Cc1nc2ccccc2c(=O)[nH]1)C(=O)c1cccc(NC(=O)c2cccs2)c1 | -4.5 |
| COC(=O)/C=C/c1cccc([C@H]2[C@@H]3C=CC[C@@H](C)[C@@H]3C(=O)N2Cc2ccccc2)c1 | 4.4 |
| Cc1ccc(C(=O)N2CCC3CC2c2cc(-c4ccc5c(c4)OCO5)ccc23)cc1 (stereo not drawn) | 1.5 |
| CCC(=NOCc1ccccc1)C(=O)NNS(=O)(=O)c1ccc(C)cc1 | -1.7 |
| CCN1C[C@@H]2[C@@H]3C(=O)N(Cc4ccccc4)C(=O)[C@@H]3[C@](CC)(C1=O)N2C(=O)c1ccc(F)cc1 | 6.3 |
| O=C1[C@@H](c2ccccc2)[C@@H](c2ccccc2)N1c1cccnc1 | -3.2 |
| CC(C)(C)OC(=O)C(C1NC(C(=O)O)C(C)(C)S1)N1C(=O)c2ccccc2C1=O (stereo not drawn) | -1.3 |
| O=c1ccn([C@@H]2O[C@H](CNS(=O)(=O)c3csc(-c4ccno4)c3)[C@@H](O)[C@H]2O)c(=O)[nH]1 | 0.6 |
| Cc1ccc(C(=O)NCN2CCN(c3ccccc3)CC2)cc1 | 1.6 |
| O=c1ccn(Cc2ccccc2)c(SCc2ccccc2)n1 | 0.4 |
| N#CCSc1ccccc1NC(=O)COC(=O)CCNC(=O)c1ccc([N+](=O)[O-])cc1 | -2.2 |
| Cc1cccc(NC(=O)CN2CCN(C(=O)CN3C(=O)NC4(CCCCC4C)C3=O)CC2)c1C (stereo not drawn) | 2.4 |
| Cc1cccc(C=CC(=O)c2ccccc2)c1 | 6.1 |
| CCOC(=O)c1ccc[n+]([O-])c1 | -1.8 |
| CN(C)c1ccc(CNC(=O)CCc2ccc(S(=O)(=O)N3CCCCCC3)cc2)cc1 | 2.8 |
| CCOC(=O)C1=CN(Cc2cccc(I)c2)S(=O)(=O)N(C)C1C (stereo not drawn) | 2.7 |
| CCCCn1c(SCC(=O)NCc2ccc3c(c2)OCO3)nnc1C(CC)N(C)C (stereo not drawn) | 0.3 |
| O=C(/C=C/c1ccccc1)CCN1CCCCC1 | -1.7 |
| O=C(NCCCN1CCCC1=O)c1cc(S(=O)(=O)N2CCN(c3ccccc3)CC2)ccc1Cl | 0.8 |
| CCOc1ccccc1C=NNC(=O)C(=O)NN=Cc1ccccc1OCC | 3.7 |

Gathered by group, the entries above with a cyano group
| smiles | IDE act |
| --- | --- |
| CN1OC[C@@H]2CN(Cc3ccccc3)[C@H](c3cccc(-c4ccc(C#N)cc4)c3)C[C@@H]21 | 2.9 |
| Cc1cccc(C(=O)NCN2CCN(c3ccccc3C#N)CC2)c1 | 2.1 |
| N#CC1(Nc2ccc(S(N)(=O)=O)cc2)CCCC1 | 2.4 |
| Cc1cc(C)c(C#N)c(SCC(=O)Nc2cccc(S(=O)(=O)N3CCCC3)c2)n1 | -1.4 |
| N#CCSc1ccccc1NC(=O)COC(=O)CCNC(=O)c1ccc([N+](=O)[O-])cc1 | -2.2 |

Only part of the results is shown; count on the stated rates, not on these rows.
